Screening results as filed in PubChem.
SRC2 inh – inhibits human steroid receptor coactivator 2; HEK293 GAL4-SRC2 luciferase reporter, luminescence; 370,000 compounds, 0.17% hits; inhibition, % at 9 µM; Q15596;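 active = inhibition above the mean inhibition of all tested compounds plus 3 SD, set per campaign, cut at about 52% in these data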;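 also: 0% = DMSO treated cells and 100% = cells given Gossypol at 36 µM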
ABHD5-PLIN5 inh – ABHD5-PLIN5 protein interaction inhibition; Q00G26+Q8WTS1; Split G. princeps luciferase complementation, luminescence, 4 h; inhibition, % at 4 µM; 360,000 compounds, 0.78% hits; AID 602281;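 active = inhibition above the mean inhibition across every tested compound plus 3 SD, cut at about 22% in these data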;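 also: 0% = DMSO only wells and the 100% control is not disclosed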
TLR9-MyD88 inh – blocks human TLR9 binding to MyD88. CHO BLA complementation TLR9-MyD88, CCF4 FRET ratio. inhibition, % at 4.98 µM. 340,000 compounds, 0.21% hits. AID 504734;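 active = inhibition above the mean over all tested compounds plus 3 SD, cut at about 21% in these data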;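 also: 0% = DMSO only wells and 100% = clavulanate BLA inhibitor control wells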
LMP1 NFkB inh – reduces LMP1-driven NF-kappaB luciferase signal. LMP1-induced NF-kappaB luciferase reporter cells, luminescence. inhibition, % at 12.5 µM. 350,000 compounds, 0.69% hits; in the data active = inhibition above about 41%; inconclusive = no clear call, values can overlap the other calls;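 also: 0% = neutral control wells and 100% = reference inhibitor control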
COUP-TFII inh – inhibitors of human COUP-TFII (NR2F2) | 370,000 compounds, 0.7% hits | inhibition, % at 8.6 µM | AID 686940 | P24468 | HEK293T NGFI-A luciferase reporter, luminescence;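 active = inhibition above a per-plate cutoff, mean inhibition of test wells between control levels plus 3 SD, cut at about 38% in these data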;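 also: cells cotransfected with COUP-TFII expression vector driving the NGFI-A reporter; 0% = median of COUP-TF2 test wells and 100% = reporter-only cells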
Target sequence (P24468 whole entry, looked up): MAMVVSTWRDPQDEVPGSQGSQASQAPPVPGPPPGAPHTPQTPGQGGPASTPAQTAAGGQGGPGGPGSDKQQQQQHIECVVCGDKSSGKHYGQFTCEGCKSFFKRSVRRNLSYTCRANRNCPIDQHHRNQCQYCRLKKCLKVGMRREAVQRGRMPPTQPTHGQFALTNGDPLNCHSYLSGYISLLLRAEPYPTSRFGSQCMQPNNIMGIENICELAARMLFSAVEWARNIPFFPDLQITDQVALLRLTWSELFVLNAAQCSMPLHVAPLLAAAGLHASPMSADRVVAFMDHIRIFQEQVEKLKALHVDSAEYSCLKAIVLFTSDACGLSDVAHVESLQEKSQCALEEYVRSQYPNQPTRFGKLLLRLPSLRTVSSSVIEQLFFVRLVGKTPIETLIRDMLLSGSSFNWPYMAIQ
SRC3 inh – human NCOA3 inhibition | Q9Y6Q9 | HEK293 GAL4-SRC3 luciferase reporter, luminescence | inhibition, % at 3.6 µM | 360,000 compounds, 0.17% hits;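 active = inhibition above a per-campaign cutoff, the mean of all compounds plus 3 SD, cut at about 60% in these data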;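 also: 0% = DMSO-treated cells and 100% = gossypol-treated cells at 36 µM; higher means less SRC3-driven luciferase light from the GAL4 reporter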
NOD2-RIPK2 inh – NOD2-RIPK2 protein interaction inhibition. O43353. 360,000 compounds, 0.38% hits. AID 624267. CHO BLA complementation NOD2-RIPK2, CCF4 ratio. inhibition, % at 4.98 µM; in the data active = inhibition above about 21%;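 also: 0% = vehicle only and 100% = reference blocker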
MC4R antag cAMP – blocks human MC4R cAMP signaling; MC4R-expressing cells, MTII-stimulated cAMP, LANCE TR-FRET; inhibition, % at 6.5 µM; 360,000 compounds, 0.48% hits; AID 540295;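 active = inhibition above its plate's cutoff, the mean of tested wells on that plate plus 3 SD, cut at about 29% in these data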;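 also: 0% = Melanotan II alone and 100% = Melanotan II plus saturating MCL0020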
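Assay system: human MC4R-expressing U2OS cells; reagent: Melanotan II stimulation of cells; dosing: 6.5 µM single dose; timing: compound 30 min, challenge 1 h, detection 1 h; signal: TR-FRET cAMP assay; replicates: one well per compound, no replicates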
NR5A2 inv ag – NR5A2 inverse agonism in reporter assay; 360,000 compounds, 0.13% hits; O00482; HEK293T StAR-luciferase reporter, LRH-1 transfected, 24 h; inhibition, % at 3.6 µM;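 active = inhibition above the mean inhibition of all tested compounds plus 3 SD, cut at about 73% in these data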;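 also: 0% = DMSO wells and 100% = reporter-only cells lacking LRH-1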
Target sequence (O00482 whole entry, looked up): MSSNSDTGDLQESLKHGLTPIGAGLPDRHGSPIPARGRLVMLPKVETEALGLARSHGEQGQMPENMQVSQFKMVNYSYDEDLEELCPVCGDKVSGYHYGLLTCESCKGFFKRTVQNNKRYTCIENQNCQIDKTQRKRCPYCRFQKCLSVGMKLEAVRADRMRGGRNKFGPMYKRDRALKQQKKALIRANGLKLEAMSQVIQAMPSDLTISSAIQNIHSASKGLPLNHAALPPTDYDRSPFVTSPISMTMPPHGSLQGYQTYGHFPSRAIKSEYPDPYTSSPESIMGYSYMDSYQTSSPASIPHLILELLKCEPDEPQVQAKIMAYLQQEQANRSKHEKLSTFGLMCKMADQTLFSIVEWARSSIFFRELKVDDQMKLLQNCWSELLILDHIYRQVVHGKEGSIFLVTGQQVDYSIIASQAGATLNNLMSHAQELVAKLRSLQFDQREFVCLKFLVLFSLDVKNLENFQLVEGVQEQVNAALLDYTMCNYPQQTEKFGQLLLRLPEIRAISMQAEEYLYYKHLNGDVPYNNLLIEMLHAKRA
NCOA1 inh – inhibitors of human steroid receptor coactivator 1 (SRC1); 360,000 compounds, 0.12% hits; inhibition, % at 3.6 µM; HEK293 GAL4-SRC1 luciferase reporter, luminescence;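 active = inhibition above the campaign mean plus 3 SD, with each screening campaign given its own cutoff, cut at about 60% in these data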;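 also: 0% = DMSO treated cells and 100% = gossypol at 36 µM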
MC4R ag barr – activates human MC4R beta-arrestin recruitment; AID 540308; U2OS MC4R beta-arrestin complementation, luminescence; percent of melanotan II response, DMSO zero; 360,000 compounds, 0.98% hits; activation, % at 8.9 µM;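 active = activation above a per-plate cutoff, the mean activation of sample wells on that plate plus 3 SD, cut at about 8% in these data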
The depositor's hits bear a star; ? = inconclusive; . = not tested or not shown; & = joins results of further samples; ! = not active in a repeat.

SMILES	SRC2 inh	ABHD5-PLIN5 inh	TLR9-MyD88 inh	LMP1 NFkB inh	COUP-TFII inh	SRC3 inh	NOD2-RIPK2 inh	MC4R antag cAMP	NR5A2 inv ag	NCOA1 inh	MC4R ag barr
CN1CCc2c(sc3c2C(=O)NC(c2ccc(-c4ccc(Cl)cc4)o2)N3)C1 (configuration not stated)	7.8	0.3	.	9.7	15.3	1.9	-11.9	2.3	-3.8	4.9	-2.2
Cc1ccc(C)c(Nc2c([N+](=O)[O-])c(=O)oc3ccccc23)c1	-3.5	-4.1	-1.7	0.0	15.3	7.9	-16.3	-3.8	13.5	-0.7	1.2
O=C(NCCC(=O)N1CCCCCCC1)c1ccc(Cl)cc1	-7.5	-0.5	1.3	-4.2	-1.7	-17.6	-0.8	1.4	-15.8	-18.9	-3.2
COc1ccc(-n2ncc3c(SCC(=O)N4CCN(c5ccccc5OC)CC4)ncnc32)cc1	1.2	3.0	-0.3	-2.0	-19.2	-3.2	-3.5	12.8	24.2	-7.7	-0.1
O=C(c1ccc(Oc2ccc([N+](=O)[O-])cc2Cl)cc1)N1CCCC1	32.5	-3.3	-2.4	2.5	-0.2	3.1	-2.0	6.3	41.7	-5.3	-0.2
Cc1ccc(-c2csc(C(O)c3ccccc3)n2)cc1C (configuration not stated)	-15.8	-5.2	.	.	-11.7	-31.2	0.8	5.5	-41.9	-32.5	3.1
CCN1CCN(Cc2ccc(NC(=O)c3ccc(C)c(NC(=O)C(=O)c4c[nH]c5ccccc45)c3)cc2C(F)(F)F)CC1	5.7&-18.5	29.7*!	8.3&0.1&-7.3	43.5*!	26.7&17.7	-10.6&-0.7&-6.1	16.8&12.8&11.6	7.3&-2.5&-9.0	-14.9&-2.7&14.7	-1.1&-7.4&-1.8	21.6*
N#C/C(=C\c1c(N2CCC(C(N)=O)CC2)nc2ccccn2c1=O)C(=O)NC1CCCCC1	11.0	5.6	-0.9	2.1	-6.0	8.8	-4.2	7.6	4.3	-25.5	-0.4
O=C(N=c1ccn(-c2nc3ccccc3nc2NS(=O)(=O)c2ccccc2)cc1)c1ccccc1Cl	-17.5	4.0	6.9	-3.5	-5.0	-21.5	1.9	-1.2	0.1	-14.8	1.1
CN1C(=O)[C@H]2[C@@H](/C=C/c3ccccc3)N3C(=O)CN(CC4CC4)C(=O)[C@@]3(C)[C@H]2C1=O	-0.9	-4.8	-4.5	6.1	11.3	2.7	-1.5	1.5	1.1	5.5	-0.8
O=C1NC(=S)S/C1=C\c1cc2ccccc2nc1N1CCCCC1	5.5	1.0	-5.5	-4.6	-2.5	14.5	-5.4	27.9	5.4	-70.8	2.0
Nc1cc(Cl)ccc1Oc1ccc2ccccc2c1	-32.8	-2.5	7.6	-45.7	-20.7	-4.6	4.0	4.0	11.4	-17.7	-0.8
O=C(CCNS(=O)(=O)c1ccc(Cl)cc1)N1CCCCCC1	1.5	-2.4	-14.5	-2.5	12.8	2.3	9.2	4.6	8.5	-0.2	-2.9
O=C(CCN1C(=O)C2CC=CCC2C1=O)Nc1cccc(S(=O)(=O)N2CCCCC2)c1 (configuration not stated)	-8.2	-4.0	3.0	6.7	-8.2	4.8	-6.3	1.0	-10.2	10.7	-1.4
COc1cc(NC(=O)C(=O)NCCN(C)C)c(OC)cc1Cl	7.1	0.5	-11.6	-1.7	-20.2	5.4	-4.5	-2.6	11.3	-0.1	-1.8
CC1=C(C)C(OCCCl)N(c2cc(O)c(Cl)cc2F)C1=O (configuration not stated)	-9.2	2.2	1.3	?	-12.4	13.4	-2.2	7.5	-24.5	4.7	1.7
Cc1ccc2cc3c(N)c(C(=O)Nc4c(C)[nH]c(=O)[nH]c4=O)sc3nc2c1	2.1	-9.1	-1.9	2.4	-4.5	12.8	-6.9	-12.1	3.5	-0.8	1.2
CCOC(=O)C1(C)CCCN(C(=O)c2cc(C)oc2C)C1 (configuration not stated)	2.8	3.8	.	.	-14.1	8.6	-10.8	-4.4	-9.7	11.1	-0.9
Clc1ccc(-c2cc(-c3nnc4n3CCCCC4)c3ccccc3n2)cc1	2.4	-2.4	-6.5	-0.6	9.5	-0.8	3.5	6.3	12.2	-21.1	-2.5
OC(CNCCc1ccc(Cl)cc1Cl)COc1ccccc1 (configuration not stated)	-15.4	0.8	-8.5	5.8	-7.9	13.8	-8.0	-7.4	10.9	-10.4	5.1
O=C(COC(=O)c1ccccn1)c1ccc([N+](=O)[O-])cc1	-10.7	-7.4	-8.7	2.4	-7.6	11.2	-4.1	8.7	4.6	7.3	-3.6
O=C(CSc1nnc(CNC(=O)c2c(F)cccc2Cl)o1)Nc1ccc2c(c1)OCCO2	-13.4	-2.3	2.3	-0.1	-2.6	-30.9	-3.3	0.5	22.3	-7.1	-1.4
O=C(Nc1cccc(-c2ccc(N3CCOCC3)nn2)c1)c1ccc(Cl)cc1	-38.5	8.2	-3.2	-27.6	-49.8	-66.3	-2.5	0.0	-25.0	-101.7	-2.2
O=C(CNC(=O)N1CC(=O)Nc2ccccc21)NCc1cccc(Cl)c1	-11.3	-6.0	-7.1	4.9	21.4	-20.3	6.7	13.5	8.7	-25.5	-3.3
Cc1ccc(SCc2ccc(C(=O)Nc3cc([N+](=O)[O-])ccc3C)cc2)cc1	4.6	7.6	11.3	-34.1	-20.9	9.1	7.1	4.1	19.1	-5.3	22.8*
CCOC(CCn1c(SCC(=O)NC2CCCC2)nc2ccccc2c1=O)OCC	-8.4	4.2	2.0	-0.3	-10.0	3.6	-2.6	10.4	-12.8	-10.7	-2.5
CCOc1cccc2sc(NC(=O)c3ccc(Br)s3)nc12	-7.3	-9.1	-2.8	-7.4	-7.7	-34.8	-1.5	19.2	-15.7	-18.1	5.8
CC(=O)c1ccc(N2CCN(C(=O)c3cc(S(=O)(=O)N4CCOCC4)ccc3C)CC2)cc1	-1.6	-3.9	-11.6	-5.2	-4.3	0.7	-2.1	11.0	1.0	-4.2	-0.1
COc1ccc(CN2C(=O)c3ccc(C(=O)O)cc3C2=O)cc1	-18.4	0.0	7.7	-5.5	-16.3	2.6	-3.4	4.4	-1.1	8.4	-0.2
Cc1cc(N)c2cc(NC(=O)/C=C/c3ccccc3Cl)ccc2n1	.	10.1	0.3	3.3	.	-5.7	-4.1	7.8	8.7	-15.1	4.0
COC(=O)Nc1ccc(S(=O)(=O)N2CCC(C(=O)N3CCCCC3C)CC2)cc1 (configuration not stated)	-18.5	-4.1	-2.7	2.4	6.9	10.7	-3.2	11.2	12.6	14.7	1.9
Oc1ccc(Br)cc1C=Nc1ccc2c3c(cccc13)CC2	-3.0	1.9	7.6	5.6	3.6	-12.2	8.8	-4.7	-9.6	4.1	-2.5
CSc1nnc(SCC(=O)NC(=O)c2ccccc2)s1	-37.0	1.9	5.4	-6.7	3.2	1.9	-3.5	5.7	-25.5	-13.8	-0.2
COc1ccc(/C=C2\Sc3ccc(C(=O)N4CCOCC4)cc3N(C)C2=O)cc1	-18.6	-9.0	-1.3	1.5	14.6	10.6	-3.9	-0.1	8.5	-2.2	-3.0
C#Cc1ccc([C@H]2C=C(C(=O)NC3CC3)O[C@@H](OCC)[C@@H]2CCCO)cc1	-3.7	-5.8	-6.7	7.1	-7.7	-1.8	-1.7	7.8	-7.3	4.3	-2.5
Cc1c(C(=O)c2ccc(N(C)C)cc2)c2ccccn2c1CCC#N	-33.9	10.9	-3.6	-8.4	6.8	-10.0	0.7	8.8	-20.4	-0.6	-2.6
COc1cc(/C=C/C(=O)O)cc(OC)c1OC	-2.7	2.5	-0.8	-1.3	-14.3	2.2	-11.5	0.8	-15.8	0.2	-0.5
COC(=O)CNC(=O)c1cc(OC)cc(OC)c1	-11.0	-3.7	1.3	2.1	10.1	24.0	-1.9	15.3	1.9	-10.0	0.2
O=C(CCc1ccccc1)OCCN1CCOCC1	-9.4	-0.5	-4.7	-3.2	-19.3	-3.2	-1.2	10.3	9.8	-16.7	0.1
Cc1ccc(S(=O)(=O)N2CCOCC2)cc1NC(=O)COC(=O)Cn1c(C)csc1=O	-22.0	-11.8	-8.1	1.8	4.7	-9.9	-6.0	19.0	-26.1	-20.7	-1.0
c1cc(CNCCNCc2ccncc2)ccn1	3.4	20.5	-0.7	-6.8	5.0	1.2	-1.9	15.7	14.4	-29.1	-0.1
O=c1cc(O)c(-c2cccc(C(F)(F)F)c2)c(Cl)[nH]1	10.7	1.0	4.3	3.4	1.2	14.0	3.7	6.1	-16.8	-8.0	-0.9
COc1ccc(-c2nnc(SCC(=O)c3ccc(O)cc3O)o2)cc1	-4.1	1.2	-1.0	-0.9	16.8	-1.5	-7.9	-5.9	-3.7	6.4	5.0
COc1ccc(S(=O)(=O)n2c([N+](=O)[O-])cnc2C)cc1OC	-2.8	-2.2	6.7	7.9	5.6	0.1	-2.0	0.2	8.6	-39.6	-1.3
CC1CCCC(C)N1c1ccc(S(=O)(=O)N2CCOCC2)cc1Cl (configuration not stated)	-2.5	-1.9	4.7	-3.6	2.9	3.1	-0.8	5.1	-11.0	3.8	2.6
CCN(CC)CCNC(=O)CCn1nc(-c2ccc(Cl)cc2)ccc1=O	-21.6	2.5	-9.0	-0.5	-3.9	-20.7	6.2	11.1	-22.7	-54.3	0.5
COc1cc(C(=O)Nc2cc(C(F)(F)F)ccc2Cl)cc(OC)c1OC	15.2	-5.5	-5.4	3.4	14.6	3.8	-10.3	11.4	-3.0	-9.9	-0.7
CC(=O)Nc1ccc(CN(C)c2c(C)nc3ccc(C(=O)N4CCN(C(=O)c5ccco5)CC4)cn23)cc1	-9.3	0.3	.	.	0.0	-11.2	5.0	4.3	-18.3	-0.8	0.4
COc1ccc(Cc2nc3ccc(C(=O)NCc4ncc(C)[nH]4)cc3o2)cc1OC	-21.2	11.9	-7.2	2.5	4.6	-7.3	-2.8	-0.2	2.2	-33.4	1.0
O=C(COc1cccc(C(F)(F)F)c1)NCC(c1ccco1)N1CCCC1 (configuration not stated)	7.2	-1.4	5.3	-3.5	21.3	-5.3	0.9	11.8	16.7	0.2	0.1
O=C(CC12CC3CC(CC(C3)C1)C2)N1CCCOC1	6.0	-2.6	1.1	-4.7	10.3	5.4	-0.5	12.7	-6.3	-10.3	0.8
CCc1cccc(NS(=O)(=O)c2ccc(-n3cccn3)cc2)c1	-0.3	-3.4	-2.5	4.9	22.5	-12.4	1.8	11.1	-3.9	-26.2	8.3*
O=C(Cn1cnc2c(nnn2-c2ccccc2)c1=O)NCc1ccc(F)cc1	4.2	6.5	-7.8	-3.7	5.1	-0.8	-8.1	1.4	-4.4	-5.3	3.8
CC(C)(C)OC(=O)C[C@@H]1C/C=C\C[C@@H](CC(=O)NCCO)C(=O)N[C@H](C(C)(C)C)COC1=O	13.8	10.3	-8.8	8.9	11.6	7.2	-5.0	4.1	-1.6	5.2	0.8

Not all compounds are listed, so the mix of outcomes need not match the whole.
